Rat MKP-3 inhibitors: MKP-3 phosphatase inhibitors, primary screen, biochemical, rat enzyme, in vitro (AID 425) | 110,000 compounds, 0.17% hits | recombinant MKP-3 phosphatase activity, fluorescence; higher % means a stronger effect | inhibition, % at 20 µM, or IC50 in µM where a hit was titrated; in the data active means inhibition above about 50%;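 further: plate controls were vehicle for no effect and reference inhibitor for full effect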
Hsp70 inhibitors: small molecules displacing fluorescent ligand from Hsp70 – biochemical, fluorescence polarization, primary screen (AID 583) | displacement, % at 20 µM; hits with a dose series show IC50 in µM | 140,000 compounds, 0.06% hits | Hsp70 fluorescence polarization probe displacement, mP; higher % means a stronger effect; in the data active means displacement above about 50%;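 further: plate controls were vehicle for no effect and reference ligand for full effect; a part of the inactive calls stands beside numbers as strong as those of hits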
* = called active by the depositor; nt = not tested or not shown; & = joins results of further samples.

Order of values: Rat MKP-3 inhibitors | Hsp70 inhibitors
- NC(=O)Cn1nnc(-c2ccc(C(F)(F)F)cc2)n1
  -1.3% | -0.8%
- CCN1CCN(S(=O)(=O)c2ccc(Br)s2)CC1
  -1.2% | 1.9%
- Cc1ccc2c(c1)c(C)c(C)n2CC(O)Cn1nnc2ccccc21 (stereo not drawn)
  -2.6% | 1.1%
- COC(=O)c1c(C)oc2cc(Br)c(OCc3ccc([N+](=O)[O-])cc3)cc12
  0.6% | 2.5%
- Cc1cc(S(=O)(=O)NCC(C)C)ccc1OCC(=O)NCc1ccccn1
  -9.4% | -1.1%
- Cc1cc2nc(SCC(=O)Nc3nonc3C)c3c(c2cc1C)CCCC3
  -3.1% | 6.5%
- OCCNc1nc2ccccc2n1CCN1CCCCC1
  nt | -2.4%
- Cc1noc(C)c1S(=O)(=O)NC1CCCc2ccccc21 (stereo not drawn)
  -3.7% | -1.6%
- Cc1ccc(NC(=O)CC(O)(C(F)(F)F)C(F)(F)F)cc1
  nt | -9.6%
- COc1ccc(NC(=O)CN2CCN(CC(=O)Nc3ccccc3Cl)CC2)cc1Cl
  0.0% | -0.9%
- CSc1ccccc1N=Cc1nc(-c2ccccc2)oc1O
  -8.3% | 2.0%
- CC1(C)CCCN(C(=O)N2c3ccccc3Sc3ccccc32)C1
  nt | 0.3%
- CC(=O)O[C@H]1C[C@@H]2CC[C@@H]3[C@H](CC[C@@]4(C)[C@H]3C[C@H]([N+]3(C)CCCCC3)[C@@H]4OC(C)=O)[C@@]2(C)C[C@@H]1[N+]1(C)CCCCC1
  1.8% | 2.2%
- O=C(OCC(=O)N1CCOCC1)c1ccc(Cl)nc1
  nt | 1.9%
- COc1ccc([N+](=O)[O-])cc1NCc1cccnc1
  0.4% | -2.4%
- CC(=O)N1CCN(c2ccc(NC(=O)c3ccc4c(c3)OCO4)cc2)CC1
  5.2% | 105.4%
- CSc1nc2sc3c(c2c2nnnn12)CCC3
  5.5% | 0.3%
- O=C(c1ccc2c(c1)OCCO2)N(c1ccccn1)C1CCCCC1
  -12.0% | -8.4%
- CCOC(=O)c1ccc(NC(=O)c2cc3ccccc3o2)cc1
  -16.9% | -3.2%
- Cc1cc(C)nc(SCc2nnc(SCC(=O)Nc3nc(-c4ccccc4)cs3)n2C)n1
  nt | 1.3%
- CCN(C(=O)Cn1c(=O)n(Cc2ccccc2)c(=O)c2ccccc21)c1cccc(C)c1
  nt | 2.3%
- COc1ccc(-c2noc(C3CCCN(S(=O)(=O)c4cccc(Cl)c4C)C3)n2)cc1OC (stereo not drawn)
  -8.8% | -0.5%
- O=C(/C=C/c1ccc(Cl)cc1Cl)NCc1ccccn1
  3.4% | 0.9%
- O=CN1CC(=O)N(c2ccccc2)c2c([nH]c3ccccc23)C1
  1.8% | -2.8%
- CN(C)CCNCc1ccc(OC2CCCC2)cc1
  nt | -1.3%
- COc1ccc(-c2nc3ccccc3s2)cc1O
  3.7% | -2.2%
- CCOC(=O)C1=C(C)N(C2CCCCC2)C(=O)C1
  0.1%&2.6% | 3.0%&-3.1%
- O=[N+]([O-])c1cc(C(F)(F)F)cc([N+](=O)[O-])c1N1CCN(CCO)CC1
  -1.5% | -2.4%
- Oc1ccccc1/C=N\Nc1nc(-c2ccc(Cl)cc2)cs1
  2.8% | -1.6%
- CNC(=O)CN(C1CCCCC1)S(=O)(=O)c1ccc(F)cc1
  -15.3% | 5.8%
- COc1c(Cl)cc(Cl)cc1C(=O)n1nc(C)cc1C
  nt | 8.5%
- CC1=NN(C(N)=S)C(=O)C1N=Nc1c(C)cc(C)cc1C (stereo not drawn)
  nt | -0.6%
- CCc1nnc(NC(=O)CSc2nccn2-c2cccc(C)c2)s1
  -0.6% | -0.9%
- CCCCOP(=O)(c1ccc(N(C)C)cc1)C(O)c1ccccc1F (stereo not drawn)
  -6.2% | -4.4%
- CCCN1C(=O)c2cc(C(=O)NCc3cccs3)ccc2C1O (stereo not drawn)
  -6.9% | 3.0%
- O=C(Nc1cccnc1)c1cnn2cccnc12
  -4.0% | 0.3%
- CC(CCc1ccco1)NC(=O)Cn1ncc2c(=O)oc3ccccc3c21 (stereo not drawn)
  -5.5% | 1.4%
- CC(C)=C1C2CC2C2C(C(=O)O)C12 (stereo not drawn)
  12.0% | 2.8%
- Cc1cn(CC2COC(C)(C)O2)c(=O)[nH]c1=O (stereo not drawn)
  4.8% | 0.6%
- O=c1[nH]nc(Cc2ccc(Cl)cc2Cl)c2ccccc12
  nt | -2.6%
- O=C(Nc1ccc([N+](=O)[O-])cn1)C1c2ccccc2Oc2ccccc21
  0.6% | -2.8%
- N#CCCN(CCC#N)C(=O)c1ccc(Cl)cc1
  -0.2% | -2.0%
- O=C1C(=O)N(CCCn2ccnc2)C(c2ccccc2Cl)/C1=C(\O)c1ccc(Cl)cc1 (stereo not drawn)
  2.2% | -2.0%
- Cc1ccc(-c2cnc(NC(=O)CCC(=O)N(C)Cc3ccccc3)n2C)cc1
  nt | -3.3%
- Fc1ccc(N2CCN(c3nc(-c4ccco4)cc(C(F)(F)F)n3)CC2)cc1
  -6.3% | 1.9%
- O=C(CSc1nnc(-c2ccccc2Br)o1)Nc1cccc2ccccc12
  -3.4% | 2.4%
- Fc1ccc(-c2nnn(Cc3c(F)cccc3Cl)n2)cc1
  4.2% | 0.1%
- O=C(CN1CCCN(S(=O)(=O)c2ccc(F)cc2)CC1)Nc1ccccc1Br
  -5.9% | 2.7%
- O=c1cc(N2CCCCC2)nc2n1CCCS2
  -4.6% | -3.0%
- Cc1cc(C)n(-c2nncc(-c3ccccc3)n2)n1
  -4.1% | 4.2%
- CN1CCc2c(sc3nc(SCC(=O)N4CCOCC4)nc(N)c23)C1
  -1.5% | 0.6%
- O=C1CCCN1CC(CN1CCOCC1)Sc1nc2ccccc2c(=O)n1-c1ccccc1 (stereo not drawn)
  7.7% | -2.7%
- CC1(C)CC(C(=O)Nc2nccs2)CCO1 (stereo not drawn)
  -16.3% | 0.4%
- COc1ccc(C(=O)NN2CCOCC2)cc1OC
  -0.1% | -4.5%
- CC(C)CCNC(=O)c1ccc(CSCc2cccc(F)c2)o1
  nt | 3.2%
- O=C(COc1cc(Cl)c(Cl)cc1Cl)NCCN1CCOCC1
  -7.3% | -1.3%
- OCCCc1nc2ccccc2n1Cc1ccc2ccccc2c1
  3.2% | -3.9%
- CCOC(=O)C1CCCCN1Cc1ccccc1C(F)(F)F (stereo not drawn)
  -0.4% | -1.2%
- CCC(C)(C)n1nnnc1C(c1ccccn1)N1CCCCC1 (stereo not drawn)
  nt | 2.6%
- NC(=O)SCC(=O)Nc1ccccc1Br
  4.0% | 2.1%

The list continues:
| compound | Rat MKP-3 inhibitors | Hsp70 inhibitors |
| --- | --- | --- |
| CC(C)C(NS(=O)(=O)c1ccc2c(c1)oc(=O)n2C)C(=O)N1CCN(c2ccccc2F)CC1 (stereo not drawn) | -6.8% | 11.2% |
| CCOC(=O)N1CCC(NC(=O)C2CCN(S(=O)(=O)N3CCC(C)CC3)CC2)CC1 | 4.4% | 0.6% |
| CCC(Sc1nc2n[nH]c(C)c2c(=N)n1-c1cc(Cl)ccc1C)C(=O)N1CCOCC1 (stereo not drawn) | -14.4% | 4.6% |
| Cc1ccc(C2=N/C(=C/c3cccs3)C(=O)N2Nc2ccccc2)cc1 | nt | -0.2% |
| Cc1ccc(-n2c(O)c(/C=N/N(C)C)c3ccccc3c2=O)cc1 | 0.1% | 2.9% |
| CC(=O)c1cccc(NC(=O)c2cccc(C)c2)c1 | 0.8% | 0.8% |
| COC(=O)[C@@H](NC(=O)NC1CCCc2ccccc21)C(C)C (stereo partly drawn) | -11.6% | 2.0% |
| COCCCNc1ncnc2sc3c(c12)CCC(C)C3 (stereo not drawn) | nt | 7.1% |
| Cc1cc(-c2ccc(F)cc2)nc2cc(C(=O)O)nn12 | 0.3% | 6.8% |
| CN1C(=O)/C(=C\C2(C)N3CC4(C)CN2CC(C)(C3)C4=O)c2ccccc21 (stereo not drawn) | 2.8% | 8.4% |
| COc1cc(NC(=O)c2cccs2)c(OC)cc1NC(=O)c1ccco1 | -14.3% | -0.6% |
| CCOC(=O)N1CCN(C(=O)c2ccc(C#CC3(O)CCCCC3)cc2)CC1 | -6.9% | 8.4% |
| CCCc1nnc(NC(=O)c2cccs2)s1 | nt | 2.6% |
| CCn1c(SCC(=O)c2ccc(Cl)cc2)nnc1-c1cccs1 | nt | 2.3% |
| CC(C)(C)c1ccc(S(=O)(=O)Nc2cc(Cl)ccc2Cl)cc1 | 1.9% | 2.2% |
| Clc1ccc(OCc2nnc(-c3ccccc3Br)o2)cc1 | -8.3% | -5.8% |
| O=C(NCCCNc1ccc(Cl)cc1[N+](=O)[O-])c1ccccc1F | -0.5% | 1.3% |
| O=C(CCN1C(=O)COc2ccccc21)NCCCN1CCN(c2ccccc2F)CC1 | -5.0% | 9.5% |
| C/C(=C(\C#N)C(=O)NCCN1CCOCC1)N(C)C | -10.4% | 0.0% |
| COCCCN1C(=O)/C(=C\c2ccccc2[N+](=O)[O-])C(C(=O)OC)=C1C | -0.2% | 0.5% |
| O=C1NC(=Nc2ccc(O)cc2)S/C1=C\c1ccc([N+](=O)[O-])cc1 | 18.4% | 6.6% |
| O=C1C(=Cc2ccc(I)o2)C(=O)c2ccccc21 | 15.6% | 10.7% |
| Cc1ccc(S(=O)(=O)N2CN(Cc3ccco3)c3nc4ccccc4nc32)cc1 | nt | 1.8% |
| CCC(=O)Nc1ccc(O)c(-c2nc3cc(C)c(C)cc3o2)c1 | 6.0% | -0.2% |
| C/C(=N/NC(=O)c1ccc2c(c1)OCO2)c1ccc(Br)s1 | 1.3% | -0.6% |
| CC(=O)NC(CC(C)C)C(=O)NC(Cc1ccccc1)C(N)=O (stereo not drawn) | -3.3% | -7.3% |
| O=C(NCc1cn2ccccc2n1)c1ccccc1 | -14.1% | -2.9% |
| O=C(CN1C(=O)C2CCCN2c2ncc(Cl)cc21)NCc1ccc2c(c1)OCO2 (stereo not drawn) | -6.4% | -18.4% |
| Cc1cc(C)n(-c2ccc(C(=O)Nc3ccc(S(=O)(=O)NCc4ccco4)cc3)cc2)n1 | -18.6% | -0.3% |
| O=c1c2cnn(-c3ccc(F)cc3)c2ncn1Cc1ccccc1 | nt | -2.4% |
| CCCNC1CCS(=O)(=O)C1 (stereo not drawn) | nt | 2.4% |
| O=C(CC1COc2ccccc2O1)Nc1ccccn1 (stereo not drawn) | -9.5% | 4.6% |
| CC1CCN(C(=O)c2ccccc2NC(=O)c2ccco2)CC1 | 2.3% | -6.9% |
| CCOC(=O)CNC(=O)CSc1nc(NCc2ccccc2)nc(N(C)C)n1 | -3.3% | 0.4% |
| CCCOc1ccc(N)cc1N | 8.5% | 40.0% |
| Cc1ccccc1CNC(=O)c1ccccc1 | -2.0% | 0.3%&0.7% |
| Cc1nnc(NC(=O)Cc2ccc(OCc3c(C)noc3C)cc2)s1 | -3.7% | 0.3% |
| COc1cc(/C=N\NC(=O)c2c(C)nc3sccn23)ccc1O | -1.2% | -3.5% |
| COc1ccc(C)cc1NC(=O)c1cc2c(CO)cnc(C)c2oc1=N | -13.1% | 0.6% |
| CCOC(=O)c1c(NC(=O)c2ccc(-c3ccc([N+](=O)[O-])cc3)o2)sc2c1CCCC2 | 0.2% | -2.9% |
| COc1cccc(C2=NN(C(=O)Cc3ccccc3)C(O)(C(F)(F)F)C2)c1 (stereo not drawn) | -4.4% | 2.5% |
| CCCCn1c(SCC(=O)N2CCCC2)nc2c1c(=O)n(C)c(=O)n2C | 0.9% | 2.7% |
| COc1cccc(CN2CCN(C(=O)c3cccc(F)c3)CC2)c1 | -12.4% | nt |
| CCCCC(CC)C(=O)Nc1ccc(C#N)cc1 (stereo not drawn) | nt | -4.0% |
| CCOC(=O)c1ccc(NC(=O)CC)cc1 | 2.3% | 7.3% |

Some of these compounds in order of the Hsp70 inhibitors value, falling:
| compound | Rat MKP-3 inhibitors | Hsp70 inhibitors |
| --- | --- | --- |
| CCCCn1c(SCC(=O)N2CCCC2)nc2c1c(=O)n(C)c(=O)n2C | 0.9% | 2.7% |
| CC(=O)c1cccc(NC(=O)c2cccc(C)c2)c1 | 0.8% | 0.8% |
| CC1(C)CCCN(C(=O)N2c3ccccc3Sc3ccccc32)C1 | nt | 0.3% |
| Oc1ccccc1/C=N\Nc1nc(-c2ccc(Cl)cc2)cs1 | 2.8% | -1.6% |
| O=C(CN1C(=O)C2CCCN2c2ncc(Cl)cc21)NCc1ccc2c(c1)OCO2 (stereo not drawn) | -6.4% | -18.4% |

The list continues.
| compound | Rat MKP-3 inhibitors | Hsp70 inhibitors |
| --- | --- | --- |
| CCCC(=O)Nc1cc(C)c(NC(=O)Cc2ccccc2)cn1 | -1.8% | 6.7% |
| Cc1cccc(OCCCC(=O)Nc2ccc3c(c2)OCO3)c1 | -17.7% | 0.1% |
| CC(=O)NC(CCS(C)(=O)=O)C(=O)Nc1cccc(C(C)=O)c1 (stereo not drawn) | nt | -3.3% |
| Cc1cccc(CN2CCN(CC(=O)NCc3cccs3)C2=O)c1 | nt | -2.4% |
| CCOc1cc(-c2cc(-c3ccc(N)cc3)nc(N)c2C#N)ccc1O | -12.2% | -7.1% |
| Oc1c(CN2CCOCC2)cc(COCc2ccccc2)c2cccnc12 | -2.1% | 1.2% |
| CCCCCC(=O)NNS(=O)(=O)c1ccc(Cl)cc1 | -1.3% | 0.5% |
| CC(C)CCn1c(N2CCOCC2)nc2c1c(=O)n(CC(N)=O)c(=O)n2C | -6.9% | 3.1% |
| Cc1nn(C)c(C)c1S(=O)(=O)N1CCC(C(=O)NC2CCCCC2)CC1 | -1.9% | 3.1% |
| CCN1C(=O)/C(=C/c2ccc(I)cc2)SC1=S | -1.0% | 6.2% |
| COc1ccccc1OCCOc1ccc(Br)cc1/C=c1\sc2nc3ccccc3n2c1=O | 1.5% | -2.7% |
| CCOC(=O)C1CCCN(C(=O)CN2C(=O)c3ccccc3C2=O)C1 (stereo not drawn) | -7.6% | 3.8% |
| Cc1ccc(N2C(=O)NC(=O)/C(=C\c3ccc(N4CCOCC4)o3)C2=O)cc1 | 1.7% | -151.5% |

Screening results as filed in PubChem BioAssay.

Not all compounds are listed; count on the stated rates, not on these rows.
